Screens from PubChem BioAssay.
FXN GAA850 act = FXN promoter activators, primary screen, cell-based, luciferase luminescence, HEK293 lucGAA850; actives 0.56% (n = 360,000); activation, % at 6 µM; HEK293 lucGAA850 FXN promoter luciferase reporter, 24 h; percent of 10 µM SAHA response; AID 540364, 2011;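 active = activation above the average of all compounds screened plus 3 SD, cutoff fixed separately per campaign, cut at about 7.5% in these data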;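 note: 0% = DMSO wells and 100% = 10 µM SAHA wells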
sPLA2-III inh = human group III sPLA2 inhibitors, primary screen, biochemical, QFRET, BODIPY PC-A2 liposome substrate; actives 0.56% (n = 370,000); inhibition, % at 12.2 µM; Group 3 secretory phospholipase A2 (Homo sapiens), Q9NZ20; QFRET BODIPY PC-A2 liposome hydrolysis, fluorescence;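 active = inhibition above mean plus 3 SD of compounds lying within the high and low control bounds, cut at about 19% in these data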;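 note: 0% = median of test compound wells and 100% = no enzyme DMSO wells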
Target sequence (Q9NZ20 whole entry, looked up): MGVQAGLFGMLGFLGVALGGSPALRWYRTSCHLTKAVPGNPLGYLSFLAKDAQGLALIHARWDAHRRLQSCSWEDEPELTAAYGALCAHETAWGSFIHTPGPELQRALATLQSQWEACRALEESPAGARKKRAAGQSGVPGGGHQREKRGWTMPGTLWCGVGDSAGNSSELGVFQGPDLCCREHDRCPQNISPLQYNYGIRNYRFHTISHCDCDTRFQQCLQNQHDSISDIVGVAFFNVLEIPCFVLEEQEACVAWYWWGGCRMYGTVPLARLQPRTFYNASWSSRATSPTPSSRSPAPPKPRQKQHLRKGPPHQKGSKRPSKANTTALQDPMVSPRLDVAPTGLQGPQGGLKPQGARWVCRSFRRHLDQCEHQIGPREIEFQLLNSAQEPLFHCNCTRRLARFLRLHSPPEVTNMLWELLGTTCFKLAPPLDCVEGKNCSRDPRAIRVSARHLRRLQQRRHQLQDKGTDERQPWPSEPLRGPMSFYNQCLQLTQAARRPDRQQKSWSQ
DAX1 inh-1 = DAX1 (NR0B1) inhibitors on StAR promoter, primary screen, cell-based, luminescence, SF-1 (NR5A1), full-length DAX-1 | HEK293T StAR-luciferase reporter, SF-1/DAX-1 repression relief | inhibition, % at 6.8 µM | actives 1.1% (n = 370,000) | AID 652010, 2013;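 active = inhibition above the mean over all tested compounds plus 3 SD, cut at about 3.6% in these data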;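 note: 0% = DAX-1 cells with DMSO and 100% = cells lacking DAX-1 with DMSO; higher inhibition means more luminescence from relief of DAX-1 repression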
ADAM10 inh = human ADAM10 inhibitors, primary screen, biochemical, QFRET, HTS | recombinant ADAM10, EDANS/DABCYL FRET peptide cleavage, 3 h | inhibition, % at 7 µM | Disintegrin and metalloproteinase domain-containing protein 10 (Homo sapiens), O14672 | actives 0.62% (n = 370,000) | AID 720582, 2013;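 active = inhibition above a per-campaign cutoff equal to the mean of compounds falling between control-based bounds plus 3 SD, cut at about 20% in these data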;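 note: 0% = DMSO wells while the 100% control is not disclosed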
Target sequence (O14672 214-748 limits assumed): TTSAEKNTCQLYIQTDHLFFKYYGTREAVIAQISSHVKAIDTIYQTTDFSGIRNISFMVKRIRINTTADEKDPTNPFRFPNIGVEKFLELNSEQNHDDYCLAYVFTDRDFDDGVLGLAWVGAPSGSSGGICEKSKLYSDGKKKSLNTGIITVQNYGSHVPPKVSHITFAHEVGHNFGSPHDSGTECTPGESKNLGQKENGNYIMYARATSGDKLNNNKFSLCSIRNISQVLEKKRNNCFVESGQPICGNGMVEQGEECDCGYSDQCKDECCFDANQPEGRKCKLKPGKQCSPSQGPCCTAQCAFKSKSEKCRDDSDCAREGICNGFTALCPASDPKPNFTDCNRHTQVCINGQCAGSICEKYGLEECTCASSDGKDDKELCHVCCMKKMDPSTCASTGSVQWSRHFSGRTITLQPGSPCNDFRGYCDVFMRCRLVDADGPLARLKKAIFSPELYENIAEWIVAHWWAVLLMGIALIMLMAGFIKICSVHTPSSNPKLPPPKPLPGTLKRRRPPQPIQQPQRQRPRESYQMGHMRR
ssDAF12 agonist = S. stercoralis DAF-12 nuclear receptor activators, primary screen, cell-based, luminescence, HEK293, GRIP1 co-expression, lit1-tk-luc. HEK293 ssDAF-12/GRIP1 lit1-tk-luc reporter; % of 3 µM dafachronic acid response. activation, % at 6.8 µM. actives 1% (n = 370,000). AID 652126, 2013;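 active = activation above the mean over all tested compounds plus 3 SD, cut at about 0.9% in these data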;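 note: 0% = DMSO-only wells and 100% = 3 µM delta7-dafachronic acid wells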
DAX1 inh-2 = DAX1 (NR0B1) inhibitors, primary screen, cell-based, HEK293, Gal4-DAX1, luciferase luminescence; inhibition, % at 6.75 µM; actives 0.99% (n = 340,000); Nuclear receptor subfamily 0 group B member 1 (Homo sapiens), P51843; HEK293 Gal4-DAX1 luciferase reporter; AID 504766, 2011;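 active = inhibition above the mean over all tested compounds plus 3 SD, cut at about 4.2% in these data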;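 note: 0% = DAX1-transfected cells with DMSO and 100% = empty-vector control cells with DMSO; inhibition shows as a rise in luminescence from relieved DAX1 repression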
hcDAF12 agonist = H. contortus DAF-12 nuclear receptor activators, primary screen, cell-based, luminescence, HEK293, lit1-tk-luc reporter. HEK293 hcDAF-12 lit1-tk-luc reporter; 0% DMSO, 100% Δ7-dafachronic acid. actives 1.4% (n = 370,000). activation, % at 6.8 µM;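 active = activation above the mean of all tested compounds plus 3 SD, cut at about 5.5% in these data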;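 note: 100% = response to 3 µM Δ7-dafachronic acid high control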
GC-A act = GC-A stimulated cGMP production enhancers – HEK293 GC-A cells, cGMP TR-FRET, EC30 ANP, primary screen; 0% at EC30 ANP, 100% saturating ANP; activation, % at 10 µM; actives 0.14% (n = 370,000); AID 1671463, 2021; in the data active = activation above about 40%
SMARCA2 act = SMARCA2 (BRM) function activators, primary screen, cell-based, luminescence, high throughput. MG213 cells, MMTV-luciferase reporter, dexamethasone, overnight. activation, % at 9.1 µM. actives 1% (n = 370,000). AID 652017, 2013; in the data active = activation above about 7.8%;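 note: 0% = vehicle wells and 100% = reference activator wells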
hgDAF12 agonist = H. glycines DAF-12 receptor agonists, primary screen, cell-based, luminescence, HEK293, GAL4 fusion, UAS-luciferase; Nuclear hormone receptor DAF-12 (Heterodera glycines), GAL4 fusion; HEK293 GAL4-hgDAF12 UAS-luciferase reporter, agonist luminescence; normalized to butyrate control; activation, % at 6.8 µM; actives 1.8% (n = 370,000); AID 687014, 2013;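 active = activation above a cutoff set at the mean of all screened compounds plus 3 SD, cut at about 10% in these data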;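 note: 0% = DMSO wells and 100% = sodium butyrate wells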
GC-B act = human GC-B receptor activators, primary screen, HEK293 GC-B cells, cGMP TR-FRET, EC30 CNP | Atrial natriuretic peptide receptor 2 (Homo sapiens), P20594 | 0% at EC30 CNP, 100% saturating CNP | activation, % at 10 µM | actives 0.11% (n = 370,000);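 active = activation at 10 µM reaching about 35% in either raw or pattern-adjusted values, limit read from the data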
* hit, by the source's call; / = no result given.

molecule	FXN GAA850 act	sPLA2-III inh	DAX1 inh-1	ADAM10 inh	ssDAF12 agonist	DAX1 inh-2	hcDAF12 agonist	GC-A act	SMARCA2 act	hgDAF12 agonist	GC-B act
Cc1ccc2nc(NC(=O)CN3C(=O)NC4(CCCCC4)C3=O)sc2c1	3.7	-9	0.7	5	-1.5	0.1	-0.1	1	1	-1.8	-5
Cc1cc(Br)cc(Br)c1OCC(=O)NNC(=O)CCC(=O)NCc1ccccc1	-1.5	1	-0.3	-7	-1.2	0.2	-0.9	1	-3	-1.6	-1
Cc1ccc(C(=O)Nc2ccccc2C(=O)Nc2ccccn2)cc1Cl	1.4	5	0.2	-10	-1.5	-1.4	0.2	-2	-3	1.8	-13
Cn1ncn2c(=O)c3c(nc12)-c1ccccc1CC31CCCC1	-0.1	2	0.2	-112	-0.9	2.4	-1.6	-10	5	1.3	-3
Cc1ccccc1C(=O)NNC(=O)/C=C\C(=O)O	7.2	1	1.2	0	-0.5	1.4	3.4	-4	1	3.3	2
S=C(NCCCN1CCOCC1)NC1CC1	0.0	3	-0.4	-5	-0.6	-1.4	1.7	3	-3	-1.4	4
CC1(C)CC(=O)c2cc(NC(=O)c3ccc(F)cc3)c(=O)oc2C1	-1.0	0	-0.1	-4	-1.0	0.1	0.8	1	-3	-1.1	-2
O=C(COC(=O)c1cnccn1)Nc1ncc(C(F)(F)F)cc1Cl	0.7	0	-0.1	-17	-0.7	-0.4	1.2	3	1	3.2	1

Remaining list, next part
molecule	FXN GAA850 act	sPLA2-III inh	DAX1 inh-1	ADAM10 inh	ssDAF12 agonist	DAX1 inh-2	hcDAF12 agonist	GC-A act	SMARCA2 act	hgDAF12 agonist	GC-B act
CCOC(=O)C(NCc1ccccn1)(NC(=O)c1cccnc1)C(F)(F)F (centres undefined)	2.7	5	1.1	-98	-1.3	1.0	-1.4	1	2	2.2	5
CC1(C)Cc2c(sc3nc4n(c(=N)c23)CCCCC4)CO1	2.2	8	0.0	8	-0.7	0.1	-0.1	2	-2	1.0	3
Cc1ccc2c(=O)n3c(nc2c1)C(Cc1ccccc1)NC(=O)c1cc2ccccc2cc1-3 (centres undefined)	-4.7	0	2.3	18	1.2*	-0.3	1.4	-1	-5	-1.1	5
C=CCN1C(=O)[C@@H](CC(=O)NCCCCc2ccccc2)[C@]2(C(=O)OCC)CCCCC/C=C/12	/	-10	-0.8	2	-1.1	/	-0.4	4	-6	2.0	5
COc1ccc(-c2cc(C(=O)N(C)Cc3nc4ccccc4c(=O)[nH]3)c3ccccc3n2)cc1OC	-6.4	-21	-3.6	-113	-1.0	-2.9	-1.4	6	-1	0.0	0
COc1ccc(S(=O)(=O)NCC(=O)N(CC(=O)NCc2ccccc2)Cc2ccco2)cc1	-0.6	-7	-0.4	-2	-1.2	0.1	-0.6	0	0	-0.1	-1
O=C1/C(=C/c2ccc(Br)cc2)Oc2cc(O)ccc21	6.6	-31	0.8	-23	-0.7	0.8	-0.9	15	1	2.7	1
Cc1nc2ncc(Br)cc2[nH]1	1.7	3	-0.2	-2	-1.2	2.9	-1.5	3	-3	3.0	-2

(further entries)
molecule	FXN GAA850 act	sPLA2-III inh	DAX1 inh-1	ADAM10 inh	ssDAF12 agonist	DAX1 inh-2	hcDAF12 agonist	GC-A act	SMARCA2 act	hgDAF12 agonist	GC-B act
CCOc1ccc(C(=O)NCC(=O)OCCCC(=O)c2ccc(F)cc2)cc1OCC	0.6	5	-2.0	-3	-0.8	-0.9	-1.9	2	-2	0.2	0
O=C(COc1ncnc2sccc12)Nc1cccc(S(=O)(=O)N2CCOCC2)c1	1.6	-11	0.8	9	-0.8	-0.5	-1.6	0	-1	-0.1	-4
CSc1ncccc1C(=O)Nc1cccc(S(=O)(=O)N2CCCC2)c1	1.8	1	-0.5	-3	-0.6	-1.2	0.1	3	-1	2.8	9
Nc1ccc(-c2cc(-c3cccc(N)c3)nc(-c3ccccc3)n2)cc1	1.3	0	-0.6	-251	-1.2	-1.2	1.9	5	-4	0.1	5
O=C(NCc1ccco1)C(c1ccccc1F)N(Cc1cccnc1)C(=O)Cn1nnc2ccccc21 (centres undefined)	1.0	1	0.6	11	0.1	0.7	-1.0	0	0	0.1	-4
COc1ccc(NC(=O)c2ccc(Br)o2)c([N+](=O)[O-])c1	4.4	2	0.5	7	-1.4	0.7	0.8	-3	4	1.2	8
COc1ccc(S(=O)(=O)N2CCCOC2CNC(=O)C(=O)NCc2ccccc2C)cc1 (centres undefined)	-1.5	1	-1.8	3	-0.9	2.0	-0.5	2	0	0.7	3
CCCN1CCS(=O)(=O)N(Cc2cn(Cc3ccccc3)nn2)C(C(=O)OC)C1 (centres undefined)	/	12	0.4	-3	-1.5	/	-0.4	0	4	-2.7	-1

Further entries follow:
molecule	FXN GAA850 act	sPLA2-III inh	DAX1 inh-1	ADAM10 inh	ssDAF12 agonist	DAX1 inh-2	hcDAF12 agonist	GC-A act	SMARCA2 act	hgDAF12 agonist	GC-B act
CC(C)(Oc1ccc(Cl)cc1)C(=O)NC1CC1	2.0	21*	-0.5	0	-1.3	-0.5	-0.4	4	-3	-2.9	4
Cc1ccc(C2CC(=O)Nc3cc4c(cc32)OCCO4)s1 (centres undefined)	-1.6	0	-1.3	-12	-2.0	-0.8	-2.2	-4	-5	-4.2	2
O=C(Cc1ccc(Cl)c(Cl)c1)Nc1ccc2[nH]c(=O)[nH]c2c1	1.4	0	-1.5	-15	-1.1	-0.3	-1.0	1	-3	1.5	-1
CCOC(=O)/C(=C/C=C1\Sc2cc(C)c(C)cc2N1CC)C(C)=O	2.3	-20	-1.1	2	-1.3	-2.7	-1.9	3	0	0.5	6
COC(=O)C1CN(Cc2ccccc2)CCS(=O)(=O)N1Cc1cccc(Cl)c1 (centres undefined)	/	-4	-0.2	7	-1.2	/	-2.4	-12	0	0.6	-4
CN=C(NC)SC1CC(=O)N(c2ccccc2)C1=O (centres undefined)	-0.6	-4	-0.3	14	-0.7	-0.4	-0.7	0	-1	1.6	0
CCN(C(=O)CSc1nnc(Nc2ccc(OC)cc2)s1)C1CCS(=O)(=O)C1 (centres undefined)	1.6	10	0.7	-39	0.4	1.6	4.2	-3	-1	6.2	2
CCOC(=O)[C@]12CCCCC/C=C\1N(Cc1ccc(OC)cc1)C(=O)[C@H]2CC(=O)NCCC(C)C	/	-10	0.6	7	0.3	/	-0.4	-5	-2	-2.4	-6

Continued:
molecule	FXN GAA850 act	sPLA2-III inh	DAX1 inh-1	ADAM10 inh	ssDAF12 agonist	DAX1 inh-2	hcDAF12 agonist	GC-A act	SMARCA2 act	hgDAF12 agonist	GC-B act
CSc1ccc(/C=C2\C(=N)N3N=C(CC(=O)N4CCOCC4)SC3=NC2=O)cc1	3.6	-8	-0.4	-36	-0.9	1.4	-0.5	3	-1	0.1	-3
Cc1ccc(C(=O)NNC(=O)CSc2nnc(-c3ccncc3)n2-c2ccc(C)cc2)cc1	-1.5	-5	0.1	-2	-0.8	0.3	-0.9	5	0	0.6	-2
CCn1cc(C(=O)N[C@H](C(=O)O)C(C)C)c(=O)c2cc3c(cc21)OCO3	1.4	14	0.3	-58	-0.8	-0.8	1.0	4	-2	1.1	3
Cn1nnnc1SCCNC(=O)C1CCC(=O)N(Cc2ccccc2F)C1 (centres undefined)	-0.3	5	-0.6	-6	-1.3	0.3	-1.2	0	2	3.2	1
CCN1C(=NCCOC)N[C@@H](c2ccccc2)[C@H](C(=O)OC)[C@H]1C	1.5	11	-0.4	-4	-1.2	0.3	-1.0	-1	1	2.6	3
Cc1ccc(Nc2nc(COC(=O)COc3ccc(C=O)cc3)cs2)cc1	0.2	-3	1.4	3	0.4	4.2	4.8	-2	9.8*	8.6	-3
CCC(C)N(NC(C)=O)c1nc(Cl)nc(NC(C)C)n1 (centres undefined)	-0.9	-2	-0.5	-2	-1.1	-0.9	0.7	1	0	-0.8	6
Cc1c(C(=O)O)c(=S)sn1CCOc1ccccc1	0.8	-2	0.8	2	-0.7	-0.1	-0.5	0	-1	-0.8	-4

Brought forward from above: five compounds, followed by the next part.
molecule	FXN GAA850 act	sPLA2-III inh	DAX1 inh-1	ADAM10 inh	ssDAF12 agonist	DAX1 inh-2	hcDAF12 agonist	GC-A act	SMARCA2 act	hgDAF12 agonist	GC-B act
Cn1nnnc1SCCNC(=O)C1CCC(=O)N(Cc2ccccc2F)C1 (centres undefined)	-0.3	5	-0.6	-6	-1.3	0.3	-1.2	0	2	3.2	1
CCN1C(=NCCOC)N[C@@H](c2ccccc2)[C@H](C(=O)OC)[C@H]1C	1.5	11	-0.4	-4	-1.2	0.3	-1.0	-1	1	2.6	3
Cc1ccc(Nc2nc(COC(=O)COc3ccc(C=O)cc3)cs2)cc1	0.2	-3	1.4	3	0.4	4.2	4.8	-2	9.8*	8.6	-3
CCC(C)N(NC(C)=O)c1nc(Cl)nc(NC(C)C)n1 (centres undefined)	-0.9	-2	-0.5	-2	-1.1	-0.9	0.7	1	0	-0.8	6
Cc1c(C(=O)O)c(=S)sn1CCOc1ccccc1	0.8	-2	0.8	2	-0.7	-0.1	-0.5	0	-1	-0.8	-4
Cc1cccc(NC(=O)C2C3CCC4C(CCC32)C4(Cl)Cl)c1 (centres undefined)	-0.3	8	-1.0	9	-1.9	0.2	-1.7	2	-2	-1.6	4
CCNC(=O)CC1SC(=Nc2ccc(Cl)cc2)N(CC)C1=O (centres undefined)	0.6	-4	-0.2	-4	-0.8	-1.3	-1.9	3	-4	-5.0	2
CC(=O)Nc1ccc(C(=O)COC(=O)C2CC2)c(F)c1	3.0	6	2.9	-8	0.3	2.1	4.3	3	3	9.2	2
CC1Cc2cc(-c3csc(NC(=O)Cc4ccccc4)n3)ccc2N1S(C)(=O)=O (centres undefined)	-5.9	-9	-3.8	15	-2.9	-5.0	-7.2	4	-4	-9.6	10
COc1ccc(CC(NC(C)=O)C(=O)NC2CCN(C(=O)C3CCCCC3)CC2)cc1OC (centres undefined)	-0.5	2	0.6	2	-1.0	1.1	-0.8	0	-3	3.0	4
CCCCOc1ncnc2c1[nH]c1ccc(F)cc12	-3.3	-1	-3.7	-146	-2.5	-3.1	-4.0	6	-5	-4.9	5
Cc1ccc(C(=O)Nc2cc(Cl)ccc2OC(=O)c2ccc(C)cc2)cc1	/	-2	2.0	-8	0.3	/	4.5	-3	8.0*	7.7	2
COc1ccc2nc3oc(C(=O)N4CCN(c5ccccc5F)CC4)cc3cc2c1	0.2	-4	0.2	-21	-0.8	-0.1	-0.6	2	-3	2.8	5
